SENP7 block = SENP7 protease inhibition. Q9BQF6. inhibition, % at 5 µM. recombinant SENP7, Z-RLRGG-aminoluciferin luminescence, 40 min. 330,000 compounds, 1.5% hits;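 active = inhibition above about 50% at the single test dose, limit read from the data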;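 also: plate controls were DMSO with enzyme for no effect and no enzyme buffer wells for full effect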
Target sequence (Q9BQF6 706-1050 limits assumed): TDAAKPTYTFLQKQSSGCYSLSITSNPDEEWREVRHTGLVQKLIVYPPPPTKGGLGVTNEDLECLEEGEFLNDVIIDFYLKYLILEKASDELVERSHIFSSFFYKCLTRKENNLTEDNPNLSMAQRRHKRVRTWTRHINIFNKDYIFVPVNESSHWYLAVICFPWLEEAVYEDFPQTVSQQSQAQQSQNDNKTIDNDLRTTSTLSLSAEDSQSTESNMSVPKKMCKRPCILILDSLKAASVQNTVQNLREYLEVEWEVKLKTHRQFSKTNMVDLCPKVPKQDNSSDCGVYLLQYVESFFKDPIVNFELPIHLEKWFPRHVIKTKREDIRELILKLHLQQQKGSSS
SENP1 inh = inhibitors of human SENP1 SUMO protease catalytic domain; Q9P0U3; recombinant SENP1 catalytic domain, CyPet-SUMO1-YPet FRET cleavage; inhibition, % at 10 µM; 360,000 compounds, 0.21% hits;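 active = inhibition at least 30% at 10 µM, raw YFP signal under a set limit, fluorescence ratio 0.5 to 1.5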;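 also: 0% = enzyme with DMSO and 100% = no enzyme wells; some results filed as inactive read as strong as hits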
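Test system: human SENP1 catalytic domain; medium: Tris pH 8 buffer plus EDTA, NaCl, BME, BSA, NP40, catalase; incubation: 50 min reaction at room temperature; technique: FRET, CFP and YFP emission; controls: no-enzyme low control and enzyme-plus-DMSO high control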
HKDC1 inh = blocks human hexokinase HKDC1 activity; Q2TB90; recombinant HKDC1, G6PDH/diaphorase resazurin coupled fluorescence; inhibition, % at 20 µM; 340,000 compounds, 0.16% hits; AID 493160;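 active = inhibition above about 35% when tested at 20 µM, limit read from the data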;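 also: plate controls were DMSO wells with enzyme for no effect and DMSO wells lacking enzyme for full effect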
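Test system: recombinant HKDC1 (HK5) hexokinase enzyme, produced in-house; Amount: enzyme 5 µg/mL final; Buffer or medium: Tris pH 8.0 buffer with MgCl2, Tween-20, BSA, BME; Reagent: glucose and ATP substrates; Doses: 20 µM test compound, 1% DMSO; Incubation: 90 min reaction incubation at room temperature, dark; Detection: resorufin fluorescence at 613 nm.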
SENP6 inh = inhibitors of human SENP6 protease; inhibition, % at 10 µM; Recombinant SENP6 catalytic domain, aminoluciferin luminescence; 330,000 compounds, 1.8% hits; AID 2599;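 active = inhibition above about 50% at the single tested dose, limit read from the data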;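 also: plate controls were DMSO wells with enzyme for no effect and DMSO wells lacking enzyme for full effect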
Target sequence (Q9GZR1 628-1112 limits assumed): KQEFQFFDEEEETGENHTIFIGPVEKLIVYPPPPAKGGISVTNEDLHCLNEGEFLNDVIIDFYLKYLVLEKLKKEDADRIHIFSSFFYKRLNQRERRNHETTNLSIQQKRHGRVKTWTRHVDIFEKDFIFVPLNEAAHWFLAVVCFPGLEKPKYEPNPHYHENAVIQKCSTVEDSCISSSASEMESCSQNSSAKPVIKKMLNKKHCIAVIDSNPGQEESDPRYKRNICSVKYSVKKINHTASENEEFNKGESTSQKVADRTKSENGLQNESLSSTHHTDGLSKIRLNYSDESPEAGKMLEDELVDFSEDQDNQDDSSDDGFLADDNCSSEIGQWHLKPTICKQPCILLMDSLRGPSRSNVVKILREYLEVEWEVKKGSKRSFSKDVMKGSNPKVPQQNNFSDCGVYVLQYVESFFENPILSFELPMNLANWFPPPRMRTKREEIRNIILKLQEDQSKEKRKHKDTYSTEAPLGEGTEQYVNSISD
Apaf-1 inh = inhibitors of human Apaf-1 apoptosome; 330,000 compounds, 0.71% hits; O14727; AID 489030; inhibition, % at 20 µM; reconstituted apoptosome caspase-3 activity, DEVD-Rh110 fluorescence; active = inhibition of at least 40% at 20 µM;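 also: plate controls were DMSO wells for no effect and DEVD-CHO caspase inhibitor wells for full effect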
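System: reconstituted apoptosome with Apaf-1, cytochrome c, caspase-9, procaspase-3, dATP; Signal: Rh110 fluorescence intensity; Schedule: 30 min compound preincubation, 50 min activation, room temperature; Reagent: cytochrome c trigger plus (Z-DEVD)2-Rh110 caspase-3 substrate.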
PfGluPho inh = PfG6PD (Plasmodium falciparum) enzyme inhibition; inhibition, % at 20 µM; PfGluPho enzyme, NADPH resazurin-diaphorase fluorescence; 350,000 compounds, 0.78% hits; AID 504690;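 active = inhibition reaching at least a set limit at 20 µM in the primary screen, cut at about 59% in these data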;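 also: 0% = DMSO wells with substrate and 100% = DMSO wells lacking glucose-6-phosphate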
SENP8 block-1 = blocks the human protease SENP8; Q96LD8; purified SENP8, Z-RLRGG-aminoluciferin cleavage, luminescence; inhibition, % at 10 µM; 330,000 compounds, 1.2% hits; AID 2540; in the data active = inhibition above about 50%
Target sequence (Q96LD8 whole entry, looked up): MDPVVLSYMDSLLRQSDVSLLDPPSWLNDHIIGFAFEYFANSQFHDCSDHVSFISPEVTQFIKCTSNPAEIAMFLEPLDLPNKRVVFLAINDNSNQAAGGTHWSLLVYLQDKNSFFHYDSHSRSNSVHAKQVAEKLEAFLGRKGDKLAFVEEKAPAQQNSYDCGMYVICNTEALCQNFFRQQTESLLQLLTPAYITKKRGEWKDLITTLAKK
SENP8 block-2 = blocks human SENP8 cleavage of Nedd8 substrate; Q96LD8; recombinant SENP8, Nedd8 substrate fluorescence; inhibition, % at 20 µM; 360,000 compounds, 0.64% hits; AID 602440; in the data active = inhibition mostly above about 40%, no sharp cut-off; inactive = mostly below about 27%
* marks the source's active call; other numbers are inactive results; . = not tested or not shown. No enrichment for hits; 3.6% or so of the library scored in one or more.

SMILES	SENP7 block	SENP1 inh	HKDC1 inh	SENP6 inh	Apaf-1 inh	PfGluPho inh	SENP8 block-1	SENP8 block-2
O=C(NCc1cccnc1)c1ccccc1NC(=O)c1c(F)cccc1F	4	3	-8	-6	9	-8	5	0
Cc1ccc(CSc2nnc(-c3ccncc3)n2C)cc1	5	3	-3	7	4	-4	2	-3
CC(C)(C)Cc1nnc(NC(=O)CN2C(=O)c3ccccc3C2=O)s1	5	3	-8	-5	5	22	7	13
COc1ccc([N+](=O)[O-])cc1NC(=O)CSc1ccc2ccccc2c1	-7	3	14	-6	1	12	-12	10
CC(=O)N/C(=C/c1ccc2c(c1)OCO2)C(=O)N1CCOCC1	-4	5	-2	-15	-6	9	-7	10
CCOc1cc(S(=O)(=O)NC2CCCCC2)ccc1F	0	0	5	9	-15	7	1	16
O=C(NCc1ccccc1OC(F)(F)F)C1CCC(=O)N(Cc2cccc(F)c2)C1 (stereo not drawn)	5	1	-3	-13	5	-7	-8	0
CCS(=O)c1ccccc1C(=O)OC(C)C(=O)Nc1ccc(S(=O)(=O)N2CCCC2)cc1 (stereo not drawn)	4	1	5	-14	11	-2	-2	0
COc1ccc(S(=O)(=O)Cc2ccc(C(=O)NC3CCCCC3)o2)cc1	1	2	-7	-2	-9	-16	9	7
O=C(NCC1CCCO1)C1CCN(C(=O)c2ccc(Cl)cc2)CC1 (stereo not drawn)	3	-2	-1	9	3	-4	9	15
COc1ccccc1NC(=O)Nc1ccc2c(c1)nnn2C	5	2	2	-4	0	-6	-5	20
COc1ccccc1/C=N/NC(=O)c1c(-c2ccccc2)noc1C	8	4	7	-3	4	87*	1	9
CCOc1ccc(/C=N/NC(=O)c2ccc(Cn3cc(Br)cn3)o2)cc1	8	-1	14	55*	-7	-20	3	-48
COc1ccc(C=CC(=O)C=CC=Cc2ccccc2)cc1	.	-4	2	.	.	-9	.	-32
O=C(COC(=O)c1ccccn1)Nc1cccc(Cl)c1Cl	-4	1	-1	-8	6	-1	-6	12
COc1ccc(-c2nc(C#N)c(N3CCC(C(N)=O)CC3)o2)cc1	-9	0	-3	-19	7	5	-8	-445
Cc1onc(-c2ccccc2)c1C(=O)N/N=C/c1c(F)cccc1Cl	-7	-1	0	-10	-12	0	-5	9
CC(C)CCN1CCN(Cc2ccsc2)CC1CCO (stereo not drawn)	7	-3	1	-17	-10	-20	-3	8
COc1ccc(-c2csc(NCCc3nc4cc(C(=O)NCCCO)ccc4n3Cc3ccc(C)cc3)n2)cc1	-2	-4	3	-14	7	17	-5	3
CCC(=O)c1ccc(N2CCN(C(=O)c3ccccc3)CC2)c(F)c1	-1	1	0	8	-6	-19	4	4
Cc1cc(OC(=O)c2ccc(C)c(C)c2)c([N+](=O)[O-])c(=O)[nH]1	-4	1	-3	16	-6	4	9	18
S=C(NCc1ccccc1)NCc1cccc(CNC(=S)NCc2ccccc2)c1	2	3	-10	-5	-2	7	-1	6
O=C(N=C1SC2CS(=O)(=O)CC2N1c1ccccc1)C1CC1 (stereo not drawn)	13	2	5	-13	-12	-14	-5	5
CCOc1ccc(CCNC(=O)CSc2nn(-c3ccc(C)c(Cl)c3)c(=S)s2)cc1OCC	2	-3	6	-1	3	-9	5	13

Compounds shown so far that have a nitro group on carbon (2):
SMILES	SENP7 block	SENP1 inh	HKDC1 inh	SENP6 inh	Apaf-1 inh	PfGluPho inh	SENP8 block-1	SENP8 block-2
COc1ccc([N+](=O)[O-])cc1NC(=O)CSc1ccc2ccccc2c1	-7	3	14	-6	1	12	-12	10
Cc1cc(OC(=O)c2ccc(C)c(C)c2)c([N+](=O)[O-])c(=O)[nH]1	-4	1	-3	16	-6	4	9	18

Other records follow.
SMILES	SENP7 block	SENP1 inh	HKDC1 inh	SENP6 inh	Apaf-1 inh	PfGluPho inh	SENP8 block-1	SENP8 block-2
CC(NC(=O)Cc1ccsc1)c1ccc(Cl)cc1Cl (stereo not drawn)	-5	1	3	20	7	-5	5	4
COc1ccc(C(=O)Nc2ccc3oc(-c4cccc(Cl)c4)cc(=O)c3c2O)cc1	-9	0	4	-4	6	-9	-7	11
COc1cc(C(=O)Nc2ccc3c(c2)C(=O)N(CCC(=O)O)C3=O)cc(OC)c1OC	5	0	-5	7	-1	17	9	8
CCOC(=O)/C(C#N)=C1/C(=O)N(Cc2ccccc2)c2ccccc21	-4	1	10	-1	5	12	1	-4
Cc1ccc(NC(=O)Cn2nc(C)c3ccccc3c2=O)cc1	6	0	-10	-15	-6	-23	3	4
CCOC(=O)c1c(C)c(C(=O)NCC2CCCO2)c(C)n1CC (stereo not drawn)	-1	-2	-9	1	-3	-2	0	9
O=C(CN1C(=O)c2cccc3cccc1c23)N1CCN(c2cccc(Cl)c2)CC1	15	-18	-6	-14	6	-3	-12	-217
CCCC(=O)Nc1c2c(nn1-c1ccc(F)cc1)CS(=O)(=O)C2	-2	1	-2	-6	-3	-10	4	19
COc1cccc(OCc2cc(C(=O)NCc3ccc4c(c3)OCO4)no2)c1	3	3	-1	2	9	5	1	-6
O=C1C2C3C=CC(O3)C2C(=O)N1N=Cc1cccc2ccccc12 (stereo not drawn)	.	1	-5	.	.	1	.	-2
COc1ccc(NC(=O)CCCc2c[nH]c3ccccc23)cc1OC	-3	1	-6	2	3	11	-7	7
Cc1ccc(O)c(CNc2nc3ccccc3n2C)c1	4	-2	-4	52*	19	-5	8	11
O=C(NCc1ccco1)C(c1ccccc1F)N(CC1CCCO1)C(=O)Cn1nnc2ccccc21 (stereo not drawn)	4	2	-2	9	-1	-5	-3	3
COc1ccc(OC)c(NC(=O)C2CCC(CNc3c(N4CCC(C)CC4)c(=O)c3=O)CC2)c1 (stereo not drawn)	-5	2	-1	-6	8	4	1	21
COCc1cc(=O)n2[nH]c(C)cc2n1	-3	1	-1	5	-7	21	-4	-84
O=C(c1ccc2c3c(cccc13)CC2)C1CCCN(Cc2ccc(OCCO)cc2)C1 (stereo not drawn)	-4	-4	-8	-1	25	5	-13	-105
CCCNC(=O)COC(=O)c1ccc(-c2ccccc2)cc1	3	-2	-4	-37	-7	-12	3	16
Cc1ccc(-c2nnc3c4ccccc4c(C)nn23)cc1S(=O)(=O)N1CCN(CCO)CC1	5	0	4	3	11	9	-11	-61
CC(C)Cn1c(-c2ccccc2)nc(=S)c2c1CCCC2	7	-2	4	-16	0	0	0	31
O=C(O)CSc1cn(Cc2ccccc2)c2ccccc12	-5	1	-2	-11	15	-23	-14	2
CSCCC(NC(=O)c1cccc(S(=O)(=O)N2CCOCC2)c1)C(=O)Nc1cccc(C)c1 (stereo not drawn)	-5	1	-9	3	1	9	2	18
C/C(=N/Nc1ccc(F)cc1)c1ccc(Cl)s1	7	-1	7	4	-10	8	4	5
COC(=O)c1ccc([N+](=O)[O-])cc1N1C(=O)C2C3CCC(C3)C2C1=O (stereo not drawn)	3	1	-9	23	7	17	-8	8
O=C(COc1ncnc2ccccc12)c1ccc2c(c1)OCCO2	4	1	-5	6	8	-15	-3	-9

Whole records, quoted from the list. Order of screens: SENP7 block	SENP1 inh	HKDC1 inh	SENP6 inh	Apaf-1 inh	PfGluPho inh	SENP8 block-1	SENP8 block-2
CSCCC(NC(=O)c1cccc(S(=O)(=O)N2CCOCC2)c1)C(=O)Nc1cccc(C)c1 (stereo not drawn) in the list: -5	1	-9	3	1	9	2	18
COC(=O)c1ccc([N+](=O)[O-])cc1N1C(=O)C2C3CCC(C3)C2C1=O (stereo not drawn) in the list: 3	1	-9	23	7	17	-8	8

The list goes on:
SMILES	SENP7 block	SENP1 inh	HKDC1 inh	SENP6 inh	Apaf-1 inh	PfGluPho inh	SENP8 block-1	SENP8 block-2
CCN(C(=O)CSc1nc(-c2cccs2)nc2ccccc12)C1CCS(=O)(=O)C1 (stereo not drawn)	-3	-12	-1	2	8	12	-8	-269
Cc1onc(-c2ccccc2)c1C(=O)NC(=S)NNC(=O)c1ccncc1	-2	1	7	-6	1	-34	-20	-204
O=C(NCCCCO)c1ccc2c3c(cccc13)CC2	0	0	-2	-11	-3	7	0	-256
N#CC(=Nc1ccccc1)c1ccccc1	.	-1	-6	.	.	5	.	27
CC1CCCC(NC(=O)NC(=O)COC(=O)C2=NN(c3ccccc3)C(=O)CC2)C1C (stereo not drawn)	-5	3	0	-22	10	11	-9	6
CCOCCn1c(C)c(C(=O)OCC)c2cc(O)c3ccccc3c21	2	0	10	-4	-2	18	0	-216
COc1ccccc1NC(=O)C1=C(C)NC(SCC(=O)c2ccccc2)=C(C#N)C1c1ccco1 (stereo not drawn)	.	-16	5	.	.	14	.	-13
Cc1cc(-c2nc(C)c(-c3nnc(SCC(=O)Nc4ccc(Cl)cc4)n3C)s2)no1	-3	-2	-1	-27	-15	-17	2	-390
CCC(=O)Nc1ccc2c(c1)C(=O)c1ccccc1C2=O	38	3	-3	16	-2	-3	8	18
Cc1cccc(NC(=O)CN(CC2CCCO2)C(=O)c2cc(S(=O)(=O)N(C)C)ccc2F)c1C (stereo not drawn)	-11	1	-7	-6	7	-4	-8	3
COC(=O)C1=C(N)Oc2cc(C)n(CCN3CCOCC3)c(=O)c2C1c1cccnc1 (stereo not drawn)	3	0	-4	-23	4	-16	6	10
CCOC(=O)c1ccc(NC(=O)c2ccc(OC(C)C)c(OC)c2)cc1	-1	-1	0	18	-7	6	-2	5
CCCCN(CCO)CCCC	-12	-1	-5	-4	-3	5	-5	12
O=C(N/N=C/c1c(O)n(-c2ccc(Cl)cn2)c(=O)c2ccccc12)c1ccncc1	6	-27	-10	-2	-2	-46	-2	-178
Cc1ncoc1C(=O)N1CCCC(C(=O)c2ccc(Oc3ccccc3)cc2)C1 (stereo not drawn)	-2	1	-9	-4	-2	-3	1	2
CC(CN1CCN(C)CC1)OC(=O)c1ccc(F)cc1 (stereo not drawn)	-3	-1	-6	-6	-8	-3	-3	10
CC(Sc1nnc(C(F)(F)F)n1C)C(=O)Nc1ccc(N2CCOCC2)cc1 (stereo not drawn)	-7	3	-7	0	-14	15	7	0
C=CCNc1nc(C)nc(OC)n1	-9	-1	7	-2	-6	3	-1	22
CCCCn1c(N)c(N(CCOC)C(=O)COc2ccc(OCC)cc2)c(=O)[nH]c1=O	2	-5	-6	-7	-2	6	14	-15
Cc1ccn2cc(CCNC(=O)CC(C)(C)C)nc2c1	8	-2	-12	0	18	-16	-2	-45
CC1CN(C(=O)c2cc(S(=O)(=O)N3CCCC3)ccc2Cl)CC(C)O1 (stereo not drawn)	5	1	1	2	15	11	1	4
CC(=O)N1c2ccc(S(=O)(=O)NCC3CCC(C(=O)Nc4ccc(C)cn4)CC3)cc2CC1C (stereo not drawn)	-8	-2	-2	1	11	-2	12	16
O=C(Nc1nc(SCc2ccc(F)cc2)ns1)c1ccco1	-19	1	1	50	-13	-37	47	1
O=C(c1ccco1)N1CCN(C(=O)c2cn(-c3ccccc3)nc2-c2ccc(F)cc2)CC1	4	1	-6	-9	72*	13	-8	23
COc1cc(OC)cc(C(=O)Nn2cc(C(=O)N3CCN(C)CC3)c3ccccc3c2=O)c1	-8	0	-4	-1	-1	-9	1	20
Cc1ccc(NC(=O)Cn2c(=O)cnc3ccccc32)cc1S(=O)(=O)N1CCCCC1	-4	1	2	0	14	9	-14	-106
O=C(OCC(=O)N1CCC(c2ccccc2)=N1)c1ccc(Cl)s1	8	0	-2	-2	18	4	7	-4
Cc1cc(=O)n2[nH]c(N3C(=O)CCC3=O)nc2n1	4	1	-1	2	-4	2	3	15

Screening data deposited in PubChem by Sanford-Burnham Center for Chemical Genomics.
